Assay outcomes from PubChem.
KDM5B inhibitor = KDM5B demethylase inhibition | Q9UGL1 | KDM5B demethylase, FDH-coupled NADH fluorescence (FDH is formaldehyde dehydrogenase) | Potency, µM (titrated, usually from 57.7 µM), inactives show at the highest dose activity change, negative = inhibition, actives largely listed as inhibitors | hit rate 2.6% among 220,000; active = well fitted inhibition curve with a large enough effect; inconclusive = small, poorly fitted or top-dose-only effect; inactive = no such curve, though single readings can be large or run the other way; note: 0% is about no effect; nearly all actives have a fitted effect of over 70% in size
Target sequence (Q9UGL1 whole entry, looked up): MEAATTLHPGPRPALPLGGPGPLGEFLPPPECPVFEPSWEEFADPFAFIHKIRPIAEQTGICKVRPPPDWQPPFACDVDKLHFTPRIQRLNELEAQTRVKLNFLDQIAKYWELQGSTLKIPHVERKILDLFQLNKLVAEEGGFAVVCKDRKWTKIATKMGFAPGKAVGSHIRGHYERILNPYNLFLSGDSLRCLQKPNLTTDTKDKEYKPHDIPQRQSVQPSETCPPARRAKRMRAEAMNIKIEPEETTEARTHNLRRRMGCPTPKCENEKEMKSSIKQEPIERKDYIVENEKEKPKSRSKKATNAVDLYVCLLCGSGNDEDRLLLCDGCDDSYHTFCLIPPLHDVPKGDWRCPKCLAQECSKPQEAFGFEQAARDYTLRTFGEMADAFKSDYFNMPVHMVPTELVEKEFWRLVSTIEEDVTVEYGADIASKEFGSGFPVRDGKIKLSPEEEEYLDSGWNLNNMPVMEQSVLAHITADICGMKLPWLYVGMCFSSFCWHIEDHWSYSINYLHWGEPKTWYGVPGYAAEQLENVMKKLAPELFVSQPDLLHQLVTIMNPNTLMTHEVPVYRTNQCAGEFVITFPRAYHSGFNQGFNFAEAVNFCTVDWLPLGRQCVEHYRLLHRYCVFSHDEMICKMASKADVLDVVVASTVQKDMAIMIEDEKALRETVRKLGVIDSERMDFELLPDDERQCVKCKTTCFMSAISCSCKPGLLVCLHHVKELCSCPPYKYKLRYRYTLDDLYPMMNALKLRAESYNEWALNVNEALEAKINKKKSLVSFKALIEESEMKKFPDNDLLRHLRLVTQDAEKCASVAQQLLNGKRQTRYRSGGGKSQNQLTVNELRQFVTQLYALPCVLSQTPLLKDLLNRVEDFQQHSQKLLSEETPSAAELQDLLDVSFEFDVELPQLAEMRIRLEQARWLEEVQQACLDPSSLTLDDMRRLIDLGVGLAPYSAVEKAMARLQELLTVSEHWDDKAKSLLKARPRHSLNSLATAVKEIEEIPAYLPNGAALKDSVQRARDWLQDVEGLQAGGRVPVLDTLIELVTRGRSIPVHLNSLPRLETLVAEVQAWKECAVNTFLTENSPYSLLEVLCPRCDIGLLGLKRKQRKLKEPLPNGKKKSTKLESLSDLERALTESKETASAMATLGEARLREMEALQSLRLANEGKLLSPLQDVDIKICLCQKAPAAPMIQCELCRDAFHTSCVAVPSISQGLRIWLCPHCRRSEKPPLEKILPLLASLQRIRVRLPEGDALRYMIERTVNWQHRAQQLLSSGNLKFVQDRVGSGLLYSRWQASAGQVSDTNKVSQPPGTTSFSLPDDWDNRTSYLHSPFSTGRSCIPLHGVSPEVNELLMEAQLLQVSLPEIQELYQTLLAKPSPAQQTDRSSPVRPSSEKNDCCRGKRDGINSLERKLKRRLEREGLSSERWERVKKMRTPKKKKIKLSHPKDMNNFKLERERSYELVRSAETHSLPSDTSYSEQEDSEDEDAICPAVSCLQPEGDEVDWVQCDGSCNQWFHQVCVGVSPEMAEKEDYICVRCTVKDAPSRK
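Coupled FDH/NAD⁺ fluorescence readout. KDM5BΔAP 200 nM final; compound titration, 10 min RT preincubation; substrate mix 12.5 µM H3K4me3, 25 µM 2-OG, 50 µM Fe(II), 100 µM ascorbate, 0.25 mM NAD⁺, 0.25 U/mL FDH; ΔRFU over 30 min.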
Starred values were filed as active, the others as inactive; ? = inconclusive; & = joins results of further samples; [ ] = dose if it differs, or a comment. Potency is the fitted concentration of half-maximal effect. A portion of the library (hit frequency here may not be typical).

KDM5B inhibitor,smiles
7%,COc1ccc(NC(=O)CCNS(=O)(=O)c2cccc3nonc23)c(OC)c1
?,O=C(CSCc1ccc(F)cc1)N1CCc2c([nH]c3ccccc23)C1c1ccc(F)cc1 (stereo unspecified)
-2%,C=CCc1cccc2cc(C(=O)Nc3cccc(C(=O)O)c3)c(=O)oc12
-4%,COc1ccc(CNC(=O)Nc2ccc(Cl)cc2C)cn1
-5%,CCC(C)NC(=O)CC1Sc2ncccc2N(CC)C1=O (stereo unspecified)
-11%,CCN1C(=O)CCN(S(=O)(=O)c2cccc(F)c2)CC12CCOCC2
-9%[115 µM],COCC(=O)N1CCOC[C@H](Oc2cnccn2)C1
-26%[86.2 µM],O=C(Nc1nccs1)[C@@H]1C[C@@H](c2ccc(F)cc2)N(Cc2ccccc2)C1
-23%,CCOC(=O)c1[nH]c(C)c(CCC(=O)Nc2cccc(SC)c2)c1C
?,CCOC(=O)N1CCN(c2cc(C(=O)O)c3cc(NC(=O)C4CC4)ccc3n2)CC1
-12%,Cc1c(-c2ccc(Cl)cc2)n[nH]c1C(=O)N[C@@H]1CCNC[C@H]1O
-21%[86.2 µM],O=C(Nc1cccc(Cl)c1)C1=NO[C@@H]2CN(c3ccccn3)C[C@H]12
35µM*,CNC(=O)c1cc(Br)cn2ccnc12
?,O=C(c1cc(C2CC2)nc2onc(C3CCCN3)c12)N1CCOCC1 (stereo unspecified)
-32%[86.2 µM],CNC(=O)C(C)(C)N1CCC[C@H]1C(=O)N1CCC(C)CC1
-8%,COc1cc(CNC(=O)c2ccc3c(c2)NC(=O)CCS3)ccc1OCc1ccccc1
-1%,O=C(c1ccccn1)N1CCC2(CC1)CC(N(Cc1ccccc1)C1CC1)CCO2 (stereo unspecified)
-28%[86.2 µM],CNC(=O)[C@@H](C1CC1)N1CCC[C@H]1C(=O)N1CCCCC1
-5%,CCS(=O)(=O)N1CCC2(CC1)OC(=O)C(C)=C2C(=O)NCc1ccc(OC)c(OC)c1
23%,CCOC(=O)/C(C#N)=C\c1cc(Cl)c(OC)c(OC)c1
-13%[86.2 µM],CC(=O)Nc1ccc(CN2CC[C@H](c3nnc(C(C)(C)C)o3)C2)cc1
?,COc1ccc(CCNCc2ccc3c(c2)n(C)c(=O)n3C)cc1OC
-10%,O=C(Cc1cccc(F)c1)NC1CCN(c2ccc(F)cc2)C1=O (stereo unspecified)
-8%,CCOc1ccc(NC(=O)CSc2ncc3c(n2)-c2ccc(Cl)cc2N(Cc2ccccc2)S3(=O)=O)cc1
?,CC(C)c1ccc(CN2CC[C@@H]3OCC(=O)N(Cc4ccccc4)[C@H]3CC2)cc1
0%,COC[C@@H]1CN(C(=O)COc2cccc(C)c2)C[C@H]1c1ccncc1
?,COc1nc2ccccc2nc1C(C#N)C(=O)NC1CCCCC1 (stereo unspecified)
9%,CCNC(=O)c1ccc2nc(Cc3ccccc3)oc2c1
17%,Cn1nc(C(C)(C)C)c(NC(=O)c2cccs2)c1C(C)(C)C
-13%,O=S(=O)(c1ccc(N2CCN(Cc3ccc4c(c3)OCO4)CC2)nc1)N1CCOCC1

Some values from above.
CNC(=O)[C@@H](C1CC1)N1CCC[C@H]1C(=O)N1CCCCC1 | KDM5B inhibitor = -28%[86.2 µM]
Cn1nc(C(C)(C)C)c(NC(=O)c2cccs2)c1C(C)(C)C | KDM5B inhibitor = 17%

Two of these compounds, set out differently.
molecule | KDM5B inhibitor
CC(=O)Nc1ccc(CN2CC[C@H](c3nnc(C(C)(C)C)o3)C2)cc1 | -13%[86.2 µM]
COc1ccc(CCNCc2ccc3c(c2)n(C)c(=O)n3C)cc1OC | ?

Next part.
KDM5B inhibitor,smiles
?,CCCC(=O)Nc1cc(C(=O)NCc2ccccc2)ccc1S(=O)(=O)c1ccc(Cl)cc1
41%[activator][86.2 µM],O=S(=O)(NC[C@H]1OC[C@@H](NCc2ccc(F)cc2)[C@@H]1O)c1ccccc1
?,O=C(O)c1cccc(Cn2c(Cl)c(/C=N/NC(=O)c3ccc(O)cc3)sc2=O)c1
25%,CCCc1noc(-c2cn(C3CCN(C(=O)c4ccsc4)CC3)nn2)n1
2%,Cc1cc2cc(CNC(=S)Nc3cccc(Br)c3)ccc2[nH]1
12%,CCC(C)(C)NC(=O)Cn1c(=O)ccc2cc(S(=O)(=O)N3CCC(C)CC3)ccc21
-14%,CC(=O)CC1(C(C#N)C#N)C(=O)Nc2ccccc21 (stereo unspecified)
-14%,CN(CC1(C)CCOCC1)C(=O)c1cccs1
?,COc1ccc(CN[C@@H]2C=C[C@@H](c3c(C)nn(-c4cccc(Br)c4)c3C)C2)cc1
-8%,COc1ccc(CN2C[C@@H](CO)[C@H](c3nc(C)no3)C2)cc1C
?,COc1ccc(CN(C)Cc2cc(=O)oc3cc(C)c(C(C)C)cc23)cc1OC
15%,CC(C)Cc1nnc(NC(=O)Nc2ccc(Cl)cc2)s1
28%,CCC(C)n1c(SCC(=O)Nc2cc(C)no2)nnc1-c1ccccc1 (stereo unspecified)
15%[149 µM],O=C1Nc2ccccc2C12CN(Cc1cncs1)C2
-1%,COc1ccc(-c2c3c(=O)n(C)c(=O)n(C)c3c3c(-c4ccccc4)nc4ccccc4n23)cc1
?,Cc1ccc(N2CCN(S(=O)(=O)c3ccc4[nH]c5c(c4c3)CCCCC5)CC2)c(C)c1
-12%,Cc1ccc2nc(N(Cc3cccnc3)C(=O)CCc3ccccc3)sc2c1
-23%,Cc1cc(C(=O)OCC(=O)NCc2ccc(F)cc2)c2ccccc2n1
14%,O=C(Nc1ccc(S(=O)(=O)N2CCOCC2)cc1)C1CC(=O)N(CCc2ccc(F)cc2)C1 (stereo unspecified)
0%,Cc1cc(C)n2c(Nc3ccc4c(c3)OCCO4)c(-c3ccccc3)nc2n1
?,COc1ccccc1-c1cc(C(=O)NCc2c(C)cc(C)[nH]c2=O)c2c(c1)N(C)CCO2
-22%[86.2 µM],Cc1ccc(S(=O)(=O)Cc2noc([C@@H]3C[C@@H](O)CN3CC3CCCCC3)n2)cc1
?,CCOc1ccc(CC(=O)N2CCCN(c3cc(-c4ccc(F)cc4)[nH]n3)CC2)cc1OCC
30%,COc1ccc(Nc2ncc(C#N)c(N)n2)c(OC)c1
-10%,COc1ccc(NC(=O)c2cc3c(C)nn(CC(C)C)c3s2)cc1S(=O)(=O)N1CCOCC1
-18%,COc1ccc2cc(C(=O)c3ccccc3)c(=O)oc2c1
-5%,CCCOc1ccccc1CNC1CC1
26%,CN(C)[C@H]1CCCCN(C(=O)c2cccc(-c3cccc(F)c3)c2)C1
7%,COc1ccc(NC(=O)COC(=O)COc2cccc3c2OC(C)(C)C3)cc1
-26%,Cn1cc(S(=O)(=O)N2CCCCCC2)cc1C(=O)N1CCN(c2cccc(Cl)c2)CC1
3%,O=C1CCN(C(=O)C2CCN(S(=O)(=O)c3cccc(F)c3)CC2)CCCCCCN1
-18%[86.2 µM],CC1=C[C@@H](CNC2CCN(C)CC2)[C@H](C(C)C)C[C@H]1Cc1nc2ccc(F)cc2[nH]1
124%[activator],O=S(=O)(NC[C@@H]1CCNC[C@H]1O)c1ccc(OC(F)(F)F)cc1
10%,O=C(NCCc1c[nH]c2ccccc12)c1ccc2[nH]c(=O)c(=O)[nH]c2c1
12%,CC(C)CN1C(=O)c2ccccc2C(C(=O)NCc2ccco2)C12CCCC2 (stereo unspecified)
8%,CCCCNC(=O)CS(=O)Cc1nc(-c2ccc(Cl)cc2)oc1C (stereo unspecified)
-16%,CCn1ccc2cc(S(=O)(=O)N3CCC(C(=O)NCc4ccc(F)cc4)CC3)ccc21
19%&-11%,CCc1ccc2oc(C(=O)N3CCN(C)CC3)cc(=O)c2c1
?,CCc1nnc(NC(=O)c2cc(-c3ccc(C)o3)nc3ccccc23)s1
?,CCOC(=O)C1CCN(S(=O)(=O)c2cc(-c3cc(C)no3)ccc2OC)CC1
19%,CCc1cc2ccccc2nc1SCC(=O)NC1CCCC1
-20%,O=C(Nc1cccc(F)c1)c1oc2ccccc2c1NC(=O)C12CC3CC(CC(C3)C1)C2
-23%,Cc1ccc(NC(=O)C2CCN(S(=O)(=O)c3cccc4nsnc34)CC2)cc1
-23%,O=C(Nc1ccc(F)cc1)C1CC(=O)N(c2n[nH]c3cc(Br)ccc23)C1 (stereo unspecified)
-4%,O=C1C2=C(Nc3ccccc3SC2c2ccccc2)c2ccccc21 (stereo unspecified)
9%,COc1cc(OC)cc(C(=O)NCCCCNC(=O)c2cc(OC)cc(OC)c2)c1
9%,COC(=O)c1ccc2c(=O)[nH]c(CSc3nnc(-c4cccnc4)n3Cc3ccccc3)nc2c1
?,CC(=O)Nc1ccc(-n2c(CCC(=O)O)ccc2-c2ccc(C)cc2)cc1
?,S=C1NC(C23CC4CC(CC(C4)C2)C3)=CC(c2ccccc2Cl)N1 (stereo unspecified)
-4%,COc1ccc(NC(=O)CSC2=C(C#N)C(c3ccc(Cl)cc3)C(C(C)=O)=C(C)N2)cc1 (stereo unspecified)
0%,Cc1c(CC(=O)NCCc2ccccc2)c(=O)oc2c(C)c3occ(C(C)(C)C)c3cc12
5%,COCCN1C(=O)c2ccccc2C(C(=O)NCCCOC(C)C)C12CCCCC2 (stereo unspecified)
-4%,COc1ccc(Nc2nc3ccccc3nc2NS(=O)(=O)c2cc(C)ccc2C)cc1OC
0%,O=C(O)CC1(CC(=O)Nc2cc(F)ccc2Cl)CCCCC1
?,CC1CCC2(CCc3cc4c5c(c(=O)oc4cc3O2)CCCC5)CC1 (stereo unspecified)
-3%,CC(=O)Nc1nnc(SCC(=O)Nc2ccc3c(c2)OCCO3)s1
-7%,CCc1ccc(-n2c(=O)c3cccnc3n2CC(=O)Nc2cc(OC)ccc2OC)cc1
-2%,CCCc1nnc(NC(=O)c2ccc3ccccc3n2)s1
?,CCOC(=O)CC(NC(=O)CCc1c(C)nc2c(c(C)nn2-c2ccc(C)c(C)c2)c1C)c1ccc(C)cc1 (stereo unspecified)
37%,CC(C)CN1CCN(CCN(C)Cc2ccccc2)CC1

Additional structures.
KDM5B inhibitor,smiles
?,COc1ccc(CCNC(=O)C(=O)NCC(c2ccco2)S(=O)(=O)c2ccccc2)cc1OC (stereo unspecified)
9%[115 µM],COc1ccc(C2=NOC3(CCCN([S+](=O)([O-])c4cccs4)C3)C2)cc1 (stereo unspecified)
-29%,CCN1CCC2(CCC1=O)CN(Cc1nnc(-c3cccnc3)o1)CCN2C (stereo unspecified)
-16%,Cc1ccc(-c2nn(Cc3ccccc3)cc2C(=O)N2CCN(CCO)CC2)cc1C
-12%,CCOc1ccc(N=C(/C(C(=O)C(=O)N2CCOCC2)=C(/O)c2ccccc2)c2ccccc2)cc1
?,CCOC(=O)c1c(C)oc2nc(C)nc(NCC3CCN(Cc4cc(C)ccc4C)CC3)c12
-22%[86.2 µM],c1ccc(CN2CCC(Oc3cnc4c(ccn4-c4cncnc4)c3)CC2)cc1
10%,CCOC(=O)c1oc2ccccc2c1COC(=O)Cn1cc(C(F)(F)F)ccc1=O
-3%,COC[C@@H]1CN(C(=O)c2cccn2C)C[C@H]1c1nc(C2CC2)no1
23%,CNC(=O)[C@@H]1C[C@H](Oc2ccccc2)CN1C(=O)CCC1CCCC1
-25%,Cc1ccc(C)c(N2CCN(C(=O)Cn3c(=O)c4cccn4c4ccc(F)cc43)CC2)c1
?,COc1ccccc1/C=C/C=C1\Oc2cc(OS(C)(=O)=O)ccc2C1=O
-6%,N#CC1=C(SCC(=O)Nc2ccc(Br)cc2)NC(=O)CC1c1ccc2c(c1)OCO2 (stereo unspecified)
?,O=C(CCc1ccnc(N2CCOCC2)c1)N1CCCN(c2ncccn2)CC1
-13%[86.2 µM],Cc1noc(C)c1-c1cc2cc(C(C)C)oc2c(NCc2cccnc2)n1
18%,O=C(Cc1c(F)cccc1Cl)OCC(=O)C12CC3CC(CC(C3)C1)C2
18%,O=C(c1ccccc1OCC1CCCN(Cc2ccncc2F)C1)N1CCCC1 (stereo unspecified)
?,Cc1ccc(-n2ncc3c(NC4CCCCC4)ncnc32)cc1C
35%,CCOc1ccc(NC(=O)Cn2c(=O)c(-c3noc(C)n3)c3n(c2=O)CCCCC3)cc1
24%,O=C(/C(=C\c1ccccc1Cl)c1nc2ccccc2o1)c1ccccc1
-23%,O=C(CCOc1cccc(Cl)c1)N1CCC(c2nnc3n2CCC3)CC1
-9%,COCCNC(=O)CCc1c(C)n(C)c2cc(-c3cc(OC)c(OC)c(OC)c3)nn2c1=O
?,CC1=C[C@@H](CNC(=O)CCCC(=O)O)[C@H](C(C)C)C[C@H]1Cc1nc2ncccc2[nH]1
-9%,CCNC(=O)CN1CCCN(C(=O)CCCc2c[nH]c3ccccc23)CC1
11%,CCc1ccc(NC(=O)Cn2c(-c3ccc(Cl)cc3)nc(C)c(CCO)c2=O)cc1

Structural class, those above with a COOH group
KDM5B inhibitor,smiles
-2%,C=CCc1cccc2cc(C(=O)Nc3cccc(C(=O)O)c3)c(=O)oc12
?,CCOC(=O)N1CCN(c2cc(C(=O)O)c3cc(NC(=O)C4CC4)ccc3n2)CC1
?,O=C(O)c1cccc(Cn2c(Cl)c(/C=N/NC(=O)c3ccc(O)cc3)sc2=O)c1
?,CC(=O)Nc1ccc(-n2c(CCC(=O)O)ccc2-c2ccc(C)cc2)cc1
0%,O=C(O)CC1(CC(=O)Nc2cc(F)ccc2Cl)CCCCC1
?,CC1=C[C@@H](CNC(=O)CCCC(=O)O)[C@H](C(C)C)C[C@H]1Cc1nc2ncccc2[nH]1
